PrPC TRFRET: inhibitors of human cell surface prion protein PrPC, primary screen, cell-based, TR-FRET | TR-FRET read-out | inhibition, % at 13.8 µM | 370,000 tested, 0.43% active | AID 720596, 2013; in the data active = inhibition above about 24%; also: 0% = median of the test wells and 100% = reference compound wells
CCHFV vOTU inh: CCHFV vOTU protease inhibitors, primary screen, biochemical, Pep-AMC substrate, fluorescence; Crimean-Congo hemorrhagic fever virus L polyprotein viral ovarian tumor (vOTU) protease …; inhibition, % at 11.5 µM; AID 651958, 2012; 370,000 tested, 0.55% active; in the data active = inhibition above about 30%; also: 0% = vehicle wells with enzyme and 100% = no enzyme wells
Starred values were filed as active, the others as inactive. These rows are one share of the data, so the mix of outcomes need not match the whole.

mol	CCHFV vOTU inh	PrPC TRFRET
CCCCOCCCNC(=O)C[C@@H]1C(=O)N(CCc2ccc(Cl)cc2)C2=CCCC[C@]21C(=O)OCC	19	3
O=C(Cn1nnc(-c2ccccc2F)n1)Nc1ccc(Cl)cc1	-2	1
CCOc1ccc(-n2c(SCC(=O)c3ccc4ccccc4c3)nnc2-c2ccc(OC)cc2)cc1	2	5
Cc1cc2c(s1)c1cnn(CC(=O)NCCc3ccccc3)c(=O)c1n2C	9	-4
NC(Cc1ccc(N(CCCl)CCCl)cc1)C(=O)O (stereo unspecified)	-3	4
CC(C)C[C@@H]1COc2cc(N3CCSCC3)ccc2S(=O)(=O)N1C	4	3
C=CCN1[C@H](CC(C)C)COc2cc(N3CCCC3)ccc2S1(=O)=O	9	-7
CCOC(=O)CC[C@@]1(C(=O)OCC)C[C@@H](CC(=O)N2CCCC2)C(=O)N2CCCC=C21	-1	6
COc1cccc(C(=O)N2CCC(Oc3cccnc3)CC2)c1	4	-4
COc1ccc(S[C@]2(C(=O)N3CCCC3)CC(=O)N(C(=O)C3CC3)[C@@H]2c2ccc(OC)cc2)cc1	7	-1
C=CCN1C(=O)[C@@H](CC(=O)N2CCC(c3ccccc3)CC2)[C@]2(C(=O)OC)CCCCC=C12	0	4
C=CCN1C(=O)[C@@H](CC(=O)N2CCOCC2)[C@]2(C(=O)OCC)CCCCC/C=C/12	2	7
C#CCCN([C@@H](CC(C)C)C(=O)OC)S(=O)(=O)c1ccccc1Br	9	-8
C#CCNC(=O)C[C@H]1C[C@@]2(C(=O)OC)C(=C[C@H](C(C)C)O[C@@H]2C2CC2)N(Cc2ccc(Cl)cc2Cl)C1=O	9	5
C[C@@H]1C[C@H]2[C@@H](Cc3ccccc3)C(=O)N3[C@H](c4ccccc4)[C@H](C)C[C@H]3[C@@H](Cc3ccccc3)C(=O)N2[C@@H]1c1ccccc1	10	2
CC(=O)c1ccc(-c2cc(C(C)=O)c3n(c2=O)CCC3)cc1	-85	-2
C=CCn1c(COc2ccccc2)nnc1SCC(=O)c1ccc(OC)cc1	11	1
CC[C@@H](OP(=O)(O)[C@@H](C)N)C(=O)O	-2	-3
Cn1cccc1C(=O)N1CCN(S(=O)(=O)c2ccc(F)cc2)CC1	1	0
O=C(NC1CCCCN(Cc2ccc(Cl)cc2)C1=O)C(c1ccccc1)c1ccccc1 (stereo unspecified)	4	10
CCCCNC(=O)C[C@H]1C(=O)N(Cc2ccc(OC)cc2)C2=CCCC[C@@]21C(=O)OCC	5	1
Cc1nn(-c2ccccc2)c2sc(C(=O)NC3CCCCCC3)cc12	10	-2
O=C(NN=Cc1ccc(O)cc1)c1cc(-c2ccc(Cl)cc2)n[nH]1	-1	26*
COCCCNC(=O)C[C@H]1C[C@@]2(C(=O)OC)C(=C[C@H](C(C)(C)C)O[C@@H]2C)N(Cc2cccc3ccccc23)C1=O	19	0

Among those listed so far, 2 have a COOH group:
mol	CCHFV vOTU inh	PrPC TRFRET
NC(Cc1ccc(N(CCCl)CCCl)cc1)C(=O)O (stereo unspecified)	-3	4
CC[C@@H](OP(=O)(O)[C@@H](C)N)C(=O)O	-2	-3

(list continues)
mol	CCHFV vOTU inh	PrPC TRFRET
Cc1ccc(NC(=O)CN2CCN(c3nc(-c4ccccc4)cs3)CC2)cc1C	21	0
Nn1c(SCC(=O)Nc2cccc3ccccc23)nnc1-c1cc(-c2ccc(F)cc2)n[nH]1	6	-1
COc1ccc(-c2cc(C(=O)O)c3c(C)nn(-c4ccccn4)c3n2)cc1	-68	-5
O=C(c1cc(Cl)ccc1F)N1CCCC(c2nc(-c3cccs3)no2)C1 (stereo unspecified)	-1	-1
CN(CCOC(=O)c1cc2ccccc2o1)C1CN(Cc2cn(Cc3ccccc3Cl)nn2)S(=O)(=O)C1 (stereo unspecified)	0	-5
CCOC(=O)CC[C@H]1CC[C@]2(CCCN(S(=O)(=O)C3CCCCC3)C2)O1	2	11
C[C@H]1COc2cccc(N3CCSCC3)c2S(=O)(=O)N1C	-11	-4
Cc1cc(C)cc(C(=O)OCCCN(C)C2CN(Cc3cn(Cc4ccccc4F)nn3)S(=O)(=O)C2)c1 (stereo unspecified)	12	-5
C[C@H](CCC(=O)N(c1ccccc1)c1ccccc1)CC1CCCCC1	11	4
Oc1ccccc1C=NN1CCN(Cc2ccccc2)CC1	3	7
C[C@@H]1CCN(C2CC2)S(=O)(=O)c2ccc(N3CC[C@@H](N(C)C)C3)cc2O1	-6	-2
COC(=O)c1[nH]c2cccc(OC)c2c1NC(=O)CCN1CCN(c2cccc(Cl)c2)CC1	-4	-1
CCC(=O)Nc1ccc(C(=O)Cn2nc(C(=O)O)c3ccccc3c2=O)cc1	0	-6
CCOC(=O)[C@]12CCCC=C1N(CCCOC)C(=O)[C@@H]2CC(=O)NCC1CCCCC1	9	-4
CCN(CC)C(=O)CNc1nnnn1-c1ccccc1	5	3
CCN1Cc2nnn(CC3CCCCC3)c2-c2ccccc2S1(=O)=O	2	2
O=S(=O)(c1cccc2ccccc12)n1nnc2ccccc21	-5	4
O=C(CSc1nc2ccccc2nc1N1CCCCC1)NCc1ccc(Cl)cc1Cl	7	1
CCN1CCCCC(NC(=O)Cc2ccccc2)C1=O (stereo unspecified)	0	-6
COc1ccc(S[C@]2(C(=O)N(C)C)CC(=O)N(c3ccc(Cl)cc3)[C@@H]2c2ccc(OC)cc2)cc1	0	2
O=C1C(NC(=O)N2c3ccccc3C=Cc3ccccc32)CCCCN1Cc1cccc(Cl)c1 (stereo unspecified)	2	-4
O=C(CSc1nnc(SCc2cccc3ccccc23)s1)Nc1ccc(Oc2ccccc2)cc1	7	1
COC(=O)[C@]12C[C@H](CC(=O)N3CCCC3)C(=O)N(Cc3ccco3)C1=C[C@H](C(C)C)O[C@@H]2C1CC1	-1	-4
COC(=O)C1CN(C2CCCC2)CCS(=O)(=O)N1Cc1ccc(C(F)(F)F)cc1 (stereo unspecified)	9	14

As entered above:
PrPC TRFRET, CCN1CCCCC(NC(=O)Cc2ccccc2)C1=O (stereo unspecified) reads -6
PrPC TRFRET, CCN1Cc2nnn(CC3CCCCC3)c2-c2ccccc2S1(=O)=O reads 2
PrPC TRFRET, O=C(CSc1nc2ccccc2nc1N1CCCCC1)NCc1ccc(Cl)cc1Cl reads 1

Following part.
mol	CCHFV vOTU inh	PrPC TRFRET
COC(=O)[C@]12C[C@H](CC(=O)NCc3cccc(C(F)(F)F)c3)C(=O)N(Cc3ccc(Cl)cc3Cl)C1=C[C@H](C(C)C)O[C@@H]2C1CC1	24	-3
Oc1ccc2[nH]cc(CCc3ccccc3)c2c1-c1ccccc1	-1	-3
COC(=O)[C@]12C[C@H](CC(=O)N3CCC(c4ccccc4)CC3)C(=O)N(Cc3ccc(Cl)cc3Cl)C1=C[C@H](C(C)C)O[C@@H]2C1CC1	19	-5
CC(=O)Nc1nc2ncccn2c1-c1ccc(F)c(F)c1	-46	-6
O=C(Cn1c(-c2cncs2)nc2ccccc21)N1CCOCC1	-10	-13
CCOC(=O)Cc1nc(N2CCN(C(=O)C3CCCO3)CC2)c2c(C)c(C(=O)OCC)sc2n1 (stereo unspecified)	7	6
COc1ccc(OC)c(S(=O)(=O)N(CC(=O)NC2CCC(C)CC2)c2cc(C)cc(C)c2)c1 (stereo unspecified)	-3	-8
C[C@@H]1C[C@H]2O[C@@H]2/C=C\C=C\C(=O)Cc2cc(O)cc(O)c2C(=O)O1	-7	81*
COC(=O)[C@]12C[C@H](CC(=O)NCc3cccs3)C(=O)N(Cc3ccccc3)C1=C[C@H](COCc1ccccc1)O[C@@H]2C	9	-6
COC(=O)[C@]12C[C@H](CC(=O)N3CCC(c4ccccc4)CC3)C(=O)N(CCc3ccc(OC)c(OC)c3)C1=C[C@H](C(C)C)O[C@@H]2C1CC1	15	-3
Cc1ccc(-n2c(SCc3cccc(F)c3)nc3sc4c(c3c2=O)CCCC4)cc1	5	7
Cc1cc(C)cc(N(CC(=O)NC2CCC(C)CC2)S(=O)(=O)c2ccc(Cl)s2)c1 (stereo unspecified)	-1	-6

By substructure, the entries above containing a CF3 group
mol	CCHFV vOTU inh	PrPC TRFRET
COC(=O)C1CN(C2CCCC2)CCS(=O)(=O)N1Cc1ccc(C(F)(F)F)cc1 (stereo unspecified)	9	14
COC(=O)[C@]12C[C@H](CC(=O)NCc3cccc(C(F)(F)F)c3)C(=O)N(Cc3ccc(Cl)cc3Cl)C1=C[C@H](C(C)C)O[C@@H]2C1CC1	24	-3

Remaining list, next part
mol	CCHFV vOTU inh	PrPC TRFRET
CCOC(=O)[C@]12CCCCC/C=C\1N(Cc1ccc(OC)cc1)C(=O)[C@H]2CC(=O)NCc1ccc(OC)c(OC)c1	10	0
CCOC(=O)N1CCN(C(=O)C[C@H]2C[C@@]3(C(=O)OC)C(=C[C@H](C4CCCC4)O[C@@H]3C)N(Cc3ccc(Cl)cc3Cl)C2=O)CC1	10	-1
CC(C)n1nnnc1C1(C)CCSCC(=O)N1Cc1cccc(C(F)(F)F)c1 (stereo unspecified)	1	-11
CCOC(=O)CC[C@H]1CC[C@]2(CCCN(S(=O)(=O)c3ccccc3)C2)O1	-4	-1
COc1ccc2[nH]c3c(N4CC(C)OC(C)C4)ncnc3c2c1 (stereo unspecified)	-38	6
CC1CCC2(CC1)CCN(CCCOC(=O)Nc1cccc(C(F)(F)F)c1)C2=O (stereo unspecified)	19	1
Cc1ccc2c(Cn3cc(C(F)(F)F)cc(Cl)c3=O)cc(=O)oc2c1	1	-8
COc1ccccc1CNC(=O)NCCCN1CCN(c2ccc(F)cc2)CC1	-1	0
C[C@H]1C2CC(OC(=O)Nc3ccc(F)cc3)C(C2)[C@H]2CCCCN21 (stereo partly specified)	3	-3
COC(=O)[C@]1(CNC(C)=O)CC(=O)N(C)[C@@H]1c1ccccc1	-4	2
C#CCN1CC(N(C)CCCO)CS1(=O)=O (stereo unspecified)	-7	0
CCC(=O)N1CCc2cc(Br)c(S(=O)(=O)N3CCC(C(=O)NCCCOC(C)C)CC3)cc21	-2	-1
COCCNC(=O)[C@]1(C#N)CC(=O)N(C)[C@@H]1c1ccccc1	1	3
O=C(CSc1nnc(-c2ccncc2)n1-c1ccccc1)Nc1ccc2c(c1)OCCO2	0	-6
CCCCC(=O)N1CCN(C(=O)c2ccc3nc(C)n(C4CCCC4)c3c2)CC1	6	-4
CN(c1c2c(nc3ncnn13)CCCC2)C1CCCCC1	2	12
Cc1ccc2c(c1)N(CCCC(=O)NCc1cccs1)C(=O)CO2	-11	-2
O=C(Cc1ccccc1)Nc1nnc(-c2cccnc2)s1	1	4
Cc1ccccc1NC(=O)C1CCN(c2ncccn2)CC1	10	-3
COc1ccc(S[C@]2(C(=O)N3CCOCC3)CC(=O)N(C(=O)CCc3ccccc3)[C@@H]2c2ccc(OC)cc2)cc1	-1	17
O=C(NCc1ccco1)C1CCCN(S(=O)(=O)c2ccc(F)cc2)C1 (stereo unspecified)	7	13
CCCCCCCCN1CCS(=O)(=O)N(Cc2ccc(OC)cc2)C(C(=O)OC)C1 (stereo unspecified)	19	2
CCOc1ccc(-n2c(COc3ccccc3)nnc2SCc2nc3ccccc3[nH]2)cc1	5	-4
CN1CCCC1CCSc1ncccc1-c1nc2ccccc2[nH]1 (stereo unspecified)	-3	-14

Compound profiles (already shown). Values in the order: CCHFV vOTU inh, PrPC TRFRET
`O=C(CSc1nnc(-c2ccncc2)n1-c1ccccc1)Nc1ccc2c(c1)OCCO2` as listed: 0, -6
`COc1ccc(S[C@]2(C(=O)N3CCOCC3)CC(=O)N(C(=O)CCc3ccccc3)[C@@H]2c2ccc(OC)cc2)cc1` as listed: -1, 17
`CN1CCCC1CCSc1ncccc1-c1nc2ccccc2[nH]1` (stereo unspecified) as listed: -3, -14
`CN(c1c2c(nc3ncnn13)CCCC2)C1CCCCC1` as listed: 2, 12
`COCCNC(=O)[C@]1(C#N)CC(=O)N(C)[C@@H]1c1ccccc1` as listed: 1, 3

(continued)
mol	CCHFV vOTU inh	PrPC TRFRET
O=C(Nc1c(-c2ccc(F)cc2)nc2ncccn12)c1ccc(F)cc1	-21	-4
COC(=O)[C@]12C[C@H](CC(=O)NCCCN3CCCC3=O)C(=O)N(Cc3ccco3)C1=C[C@H](COCc1ccccc1)O[C@@H]2C	-5	-6
CN(C)CCCNS(=O)(=O)c1ccc(N2CCC(c3ccc(Cl)cc3)=N2)cc1	-290	-5
c1ccc(CCSc2nnc(-c3cccnc3)n2Cc2ccccc2)cc1	-1	4
O=C(NCCc1ccccc1)OCc1cn(Cc2c(F)cccc2F)nn1	-8	-7
COc1ccc([C@H]2OC(=O)C[C@H]2C(=O)N2CCN(c3ccccc3Cl)CC2)cc1OC	-1	0
Cc1cc(C)nc(NS(=O)(=O)c2ccc(NC(=O)CN3C(=O)c4ccccc4C3=O)cc2)n1	-4	1
C=CCN1C(=O)[C@@H](CC(=O)NCCc2ccccc2OC)[C@]2(C(=O)OCC)CCCCC/C=C/12	7	-4
CCCCN1CN2Cc3ccc(C)cc3C2CS1(=O)=O (stereo unspecified)	-1	-7
C#CCCN([C@H](C(=O)OC)C(C)CC)S(=O)(=O)c1ccccc1Br (stereo partly specified)	8	-3
CCOC(=O)CC[C@@H]1CC[C@]2(CCCN(Cc3cccnc3)C2)O1	-1	-4
Cc1cc(=O)oc2cc(NC(=O)c3cc4ccccc4o3)ccc12	2	5
C#CCNC(=O)C[C@H]1C[C@@]2(C(=O)OC)C(=C[C@H](COCc3ccccc3)O[C@@H]2C)N(CCc2ccc(OC)c(OC)c2)C1=O	-5	-4

Assay outcomes: PubChem, The Scripps Research Institute Molecular Screening Center
